Screens (PubChem BioAssay)
Pf growth 96h = Primary qHTS for delayed death inhibitors of the malarial parasite plastid, 96 hour incubation | P. falciparum luciferase reporter growth, 96 h | Potency, µM (titrated, usually from 28.7 µM), for inactives: at the highest dose activity change, negative = inhibition, most hits filed as inhibitors | 6.9% of 320,000 active | AID 504834, 2011; further: potency means the concentration at half of the fitted maximal effect; on the % scale 0 is the no-effect control and ±100 the full control effect
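P. falciparum expressing integrated firefly luciferase, in erythrocytes at 2% hematocrit, 0.05% parasitemia, incubated with compounds 96 h at 37 C, 5% CO2. Growth inhibition read as loss of luminescence; two-generation exposure targets delayed-death apicoplast inhibitors.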
CHX counter = Cycloheximide Counterscreen for Small Molecule Inhibitors of Shiga Toxin; 12% of 300,000 active; max response, %; AID 2314, 2010; cell reporter, cycloheximide protein synthesis inhibition counterscreen; in the data active means max response mostly above about 13%, no sharp cut-off; inactive means mostly below about 14%; further: read at 38.3 µM for the half of the compounds with a filed dose; 0% is about no effect
Pf growth 48h = Primary qHTS for delayed death inhibitors of the malarial parasite plastid, 48 hour incubation; Potency, µM (top dose mostly 28.7 µM), for inactives: at the highest dose activity change, negative = inhibition, hits mostly inhibitors; P. falciparum luciferase growth in erythrocytes, 48 h; 5.9% of 310,000 active; further: potency means the concentration at half of the fitted maximal effect; on the % scale 0 is the no-effect control and ±100 the full control effect
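Here the parasites carry a stable luciferase gene and grow inside erythrocytes in Albumax-based RPMI medium with compound for one erythrocytic cycle. Activity is scored as loss of luminescent signal.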
LmPK inhibitor = qHTS Assay for Inhibitors of Leishmania Mexicana Pyruvate Kinase (LmPK). Q27686. purified LmPK, Kinase-Glo ATP luminescence, 1 h. Potency, µM (doses to about 57.5 µM), inactives show at the highest dose activity change, negative = inhibition, most hits filed as inhibitors. 0.37% of 290,000 active; further: potency means the concentration at half of the fitted maximal effect; on the % scale 0 is the no-effect control and ±100 the full control effect
Target sequence (Q27686 whole entry, looked up): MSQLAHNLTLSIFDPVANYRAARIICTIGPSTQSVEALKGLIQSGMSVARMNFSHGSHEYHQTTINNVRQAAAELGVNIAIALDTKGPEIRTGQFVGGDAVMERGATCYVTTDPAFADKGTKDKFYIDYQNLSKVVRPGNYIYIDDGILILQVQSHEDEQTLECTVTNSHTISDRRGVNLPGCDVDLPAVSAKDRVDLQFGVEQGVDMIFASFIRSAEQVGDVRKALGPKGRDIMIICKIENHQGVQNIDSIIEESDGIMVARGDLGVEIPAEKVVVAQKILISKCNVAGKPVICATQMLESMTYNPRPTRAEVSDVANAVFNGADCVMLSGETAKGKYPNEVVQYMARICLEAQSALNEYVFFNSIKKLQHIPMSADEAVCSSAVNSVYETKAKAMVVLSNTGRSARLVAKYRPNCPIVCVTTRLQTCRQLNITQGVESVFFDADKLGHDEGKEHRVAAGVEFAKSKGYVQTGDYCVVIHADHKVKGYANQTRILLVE
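Screened at intermediate enzyme activity to detect both inhibitors and activators: LmPK at 0.1 nM, with a 0.5 nM enzyme column as activation reference. PEP 0.5 mM, ADP 0.1 mM; ATP detected by luminescence after 1 h.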
TbPYK inhibitor = qHTS of Trypanosoma Brucei Inhibitors. TbPYK enzyme, Kinase-Glo Plus ATP luminescence, 45 min. pyruvate kinase (Trypanosoma brucei), Q57TT1. Potency, µM (top dose mostly 76.8 µM), inactives show top-dose activity, negative = inhibition, usual class: inhibitors. 0.12% of 410,000 active; further: potency means the concentration at half of the fitted maximal effect; on the % scale 0 is the no-effect control and ±100 the full control effect; nearly all actives have a fitted effect of over 50% in size
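Readout: single end-point luminescence (Kinase-Glo Plus, 10 min). Reaction conditions were TbPYK/substrate plus 130 uM ADP, 45 min at RT, pH 7.2 TEA buffer. No-enzyme wells served as controls, and data were normalized before concentration-response fitting.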
HCV inh = qHTS Assay for Inhibitors of Hepatitis C Virus (HCV); Huh7.5.1 HCVcc-Cre infection, luciferase reporter, 44 h; Potency, µM (doses to about 41.8 µM), for inactives: at the highest dose activity change, negative = inhibition, most hits filed as inhibitors; 3.4% of 340,000 active; AID 651820, 2012; further: potency means the concentration at half of the fitted maximal effect; on the % scale 0 is the no-effect control and ±100 the full control effect
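Whole-lifecycle infectious HCVcc-Cre system; cells 1,000/well, compound then virus (~0.5 moi) added 4 h after plating, 44 h culture. Luciferase read 15 sec following 15 min substrate incubation, room temp.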
Shiga inhibitor = A qHTS for Small Molecule Inhibitors of Shiga Toxin; Vero cells, Shiga toxin protein synthesis inhibition reporter; inhibition, % at 38.7 µM; 9.2% of 290,000 active; in the data active means inhibition mostly above about 28%, no sharp cut-off; inactive means mostly below about 43%; further: 0% is about no effect
* marks the source's active call; other numbers are inactive results; [ ] = remark or other dose. Unless noted, the call rests on the fitted dose curve; in most records, active means well fitted curve in the direction sought with a large enough effect; inconclusive means small, poorly fitted or top-dose-only effect, or another doubt; inactive means no such curve, though single readings can be large; an effect the other way counts as inactive or inconclusive.

Cc1ccc(S(=O)(=O)N(C)C)cc1NC(=O)c1cc(-c2ccco2)nc2ccccc12 was read as Pf growth 96h -23%, CHX counter -2, Pf growth 48h 10%, LmPK inhibitor -5%, TbPYK inhibitor inconclusive, HCV inh inconclusive and Shiga inhibitor -18.
Screening CCCCN(C)C(=O)c1nc2ccccn2c1CN1CCSCC1 returned Pf growth 96h -1%, CHX counter -4, Pf growth 48h 3%, LmPK inhibitor -2%, TbPYK inhibitor 0%, HCV inh 7% and Shiga inhibitor -22.
Cc1ccc(-c2nc3ncccc3o2)cc1NC(=O)c1cccnc1 was read as Pf growth 96h 51%[activator], CHX counter 1, Pf growth 48h -25%, LmPK inhibitor -5%, TbPYK inhibitor -8%, HCV inh 11% and Shiga inhibitor 2.
`O=C(NC(Cc1ccccc1)C(=O)O)/C(=C/c1cccc([N+](=O)[O-])c1)NC(=O)c1ccco1` (configuration not stated) gave Pf growth 96h 7%, CHX counter -4, Pf growth 48h 0%, LmPK inhibitor -3%, TbPYK inhibitor 8%, HCV inh 4% and Shiga inhibitor -2.
CC(C)C(NC(=O)/C(=C\c1ccco1)NC(=O)c1ccco1)C(=O)O (configuration not stated) was read as Pf growth 96h inconclusive, CHX counter 0, Pf growth 48h -17%, LmPK inhibitor 22%, TbPYK inhibitor -9%, HCV inh 12% and Shiga inhibitor -24.
`COc1cc(/C=N/Nc2ccc(Cl)c(C(=O)O)c2)ccc1OC(=O)c1ccccc1F` gave Pf growth 96h 291%[activator], CHX counter 29*, Pf growth 48h 87%[activator], LmPK inhibitor 11%, TbPYK inhibitor -8%, HCV inh 10% and Shiga inhibitor 70*.
`CCOC(=O)c1nnc(-c2cccs2)nc1Oc1ccc(Cl)cc1` gave Pf growth 96h inconclusive, CHX counter -4, LmPK inhibitor -4%, TbPYK inhibitor -1%, HCV inh 6% and Shiga inhibitor -3.
O=C(CSc1ccc(Cl)cc1)OCc1nnc(-c2ccccc2)o1 was read as CHX counter -4, Pf growth 48h 4%, LmPK inhibitor -6%, TbPYK inhibitor -3%, HCV inh 24% and Shiga inhibitor -6.
`CC(C)C(NC(=O)c1ccc(F)cc1)C(=O)Nc1cccnc1` (configuration not stated) gave Pf growth 96h -1%, CHX counter 0, Pf growth 48h -4%, LmPK inhibitor 2%, TbPYK inhibitor 6%, HCV inh 0% and Shiga inhibitor 12.
Screening COCCN(C(=O)CCC(=O)Nc1ccccn1)C(C(=O)NCCC(C)C)c1ccc(C)cc1 (configuration not stated) returned Pf growth 96h 9%, CHX counter -7, Pf growth 48h -1%, LmPK inhibitor -3%, TbPYK inhibitor 1%, HCV inh 0% and Shiga inhibitor -20.
Screening CC1CCN(c2cc(N)c(Cl)cc2[N+](=O)[O-])CC1 returned Pf growth 96h 73%[activator], CHX counter 10, Pf growth 48h 0%, LmPK inhibitor 2%, TbPYK inhibitor 2%, HCV inh -16% and Shiga inhibitor 43.
Screening COc1ccc(/C(C)=N\NS(C)(=O)=O)c(OC)c1 returned Pf growth 96h 41%, CHX counter 4, Pf growth 48h 29%, LmPK inhibitor 3%, TbPYK inhibitor 2%, HCV inh -9% and Shiga inhibitor 6.
Screening COCCCNC(=S)N/N=C/c1ccccc1O returned Pf growth 96h inconclusive, CHX counter 44*, Pf growth 48h inconclusive, LmPK inhibitor -3%, TbPYK inhibitor -8%, HCV inh -18% and Shiga inhibitor 52*.
For Cc1cc(-c2cccs2)n[nH]1 the results were CHX counter 14, Pf growth 48h 7%, LmPK inhibitor -4%, TbPYK inhibitor -3%, HCV inh 6% and Shiga inhibitor 28.
COc1cc(NC(=O)Cn2ncc(Cl)c(Cl)c2=O)c(C)cc1[N+](=O)[O-] was read as Pf growth 96h -30%, CHX counter -12, Pf growth 48h -7%, LmPK inhibitor 3%, TbPYK inhibitor 0%, HCV inh inconclusive and Shiga inhibitor -33.
For O=C(Nc1ccc(S(=O)(=O)NCc2ccco2)cc1)c1ccncc1 the results were CHX counter 1, Pf growth 48h 1%, LmPK inhibitor 3%, TbPYK inhibitor 3%, HCV inh -9% and Shiga inhibitor -22.
Screening NC1=NN=C(N2N=C(c3ccccc3)CC2(O)C(F)(F)F)n2ncnc2C1 (configuration not stated) returned Pf growth 96h -6%, CHX counter -4, Pf growth 48h 2%, LmPK inhibitor -1%, TbPYK inhibitor 3%, HCV inh 16% and Shiga inhibitor -3.
`O=[N+]([O-])c1ccc(C2CCCC/C2=N/OCc2ccc(F)cc2)c([N+](=O)[O-])c1` (configuration not stated) gave Pf growth 96h inconclusive, CHX counter 7, Pf growth 48h 12µM*, LmPK inhibitor -3%, HCV inh inconclusive and Shiga inhibitor 11.
For O=C(NC1CC(=O)N(c2ccc(F)cc2)C1)C(=O)c1c[nH]c2ccccc12 (configuration not stated) the results were Pf growth 96h 16%, Pf growth 48h 8%, TbPYK inhibitor 6% and HCV inh 3%.
Screening CCN1CCN(c2c(Cl)cccc2NC(=O)c2ccc3c(c2)OCCO3)CC1 returned Pf growth 96h 49%[activator], CHX counter -1, Pf growth 48h 0%, LmPK inhibitor -4%, TbPYK inhibitor -3%, HCV inh inconclusive and Shiga inhibitor -7.
For O=C(CCn1nnc2ccccc21)NNC(=O)C1CCCCC1 the results were Pf growth 96h -16%, CHX counter -3, Pf growth 48h -4%, LmPK inhibitor -7%, TbPYK inhibitor 0%, HCV inh -5% and Shiga inhibitor 14.
Cc1ccc2c(C)c(C(=O)N3CCN(c4ncccn4)CC3)oc2c1C was read as Pf growth 96h 4%, CHX counter -1, Pf growth 48h 3%, LmPK inhibitor 0%, TbPYK inhibitor 9%, HCV inh -8% and Shiga inhibitor -4.
Screening Cc1ccc[n+](CC(=O)N2CCCCC2)c1C returned Pf growth 96h 50%[activator], CHX counter -2, Pf growth 48h 52%[activator], LmPK inhibitor 0%, TbPYK inhibitor 6%, HCV inh -8% and Shiga inhibitor -7.
Screening Cc1cc(Sc2nc(NC(C)C)nc(NC(C)C)n2)nc(Cl)n1 returned Pf growth 96h 8%, CHX counter 3, Pf growth 48h inconclusive, LmPK inhibitor 8%, TbPYK inhibitor 5%, HCV inh 14% and Shiga inhibitor -13.
For CCN(CC(=O)NC1CCS(=O)(=O)C1)C(=O)c1ccc(S(=O)(=O)N(CC)CC)cc1 (configuration not stated) the results were Pf growth 96h -15%, Pf growth 48h -13%, TbPYK inhibitor -5% and HCV inh 19%.
For COC(=O)[C@@H](Cc1ccc(O)cc1)NC(=O)[C@H]1CCC(=O)N1C(=O)OCc1ccccc1 the results were Pf growth 96h 10%, CHX counter -1, Pf growth 48h 2%, LmPK inhibitor -13%, TbPYK inhibitor 3%, HCV inh 0% and Shiga inhibitor -3.
c1csc(CN2CCNCC2)c1 was read as Pf growth 96h 10µM*, CHX counter 2, Pf growth 48h 16%, LmPK inhibitor -2%, TbPYK inhibitor -1%, HCV inh -1% and Shiga inhibitor -16.
For CSc1nc(NS(=O)(=O)c2cc(C)c(Cl)cc2Cl)nn1C the results were Pf growth 96h 15%, CHX counter -1, Pf growth 48h 7%, LmPK inhibitor -1%, TbPYK inhibitor -3%, HCV inh 20% and Shiga inhibitor -11.
`O=C(OCC(=O)N1CCN(S(=O)(=O)c2ccc(Cl)cc2)CC1)c1ccc([N+](=O)[O-])o1` gave Pf growth 96h -11%[5.75 µM], CHX counter 1, Pf growth 48h inconclusive, LmPK inhibitor 2%, TbPYK inhibitor -3%, HCV inh 24% and Shiga inhibitor -6.
For O=C(Cc1ccc([N+](=O)[O-])cc1)NCC1CCCO1 (configuration not stated) the results were Pf growth 96h 35%[activator], CHX counter 0, Pf growth 48h 6%, LmPK inhibitor 3%, TbPYK inhibitor 1%, HCV inh 2% and Shiga inhibitor -19.
`CCCC(=O)Nc1nnc(-c2ccco2)s1` gave Pf growth 96h 13µM*, CHX counter 40*, Pf growth 48h 55%[activator], LmPK inhibitor 0%, TbPYK inhibitor 1%, HCV inh -4% and Shiga inhibitor 58*.
`CCC1Sc2ccccc2N(CC(=O)NCc2ccc3c(c2)OCO3)C1=O` (configuration not stated) gave Pf growth 96h 32%[activator], CHX counter 12, Pf growth 48h 9%, LmPK inhibitor -8%, TbPYK inhibitor 1%, HCV inh inconclusive and Shiga inhibitor -6.
Nn1cc(-c2ccccc2)nc1SCC(=O)Nc1cccc(S(N)(=O)=O)c1 was read as Pf growth 96h -4%, CHX counter 2, Pf growth 48h 14%, LmPK inhibitor 1%, TbPYK inhibitor -6%, HCV inh -6% and Shiga inhibitor -4.
For Cc1ccc(Nc2nc(-c3sc(N)nc3C)cs2)cc1 the results were Pf growth 96h -12%, CHX counter 40*, Pf growth 48h 28%, LmPK inhibitor -7%, TbPYK inhibitor -12%, HCV inh -9% and Shiga inhibitor 46*.
For O=C(c1ccccc1)c1ccc2nc(N3CCN(C(=O)c4ccco4)CC3)c3nncn3c2c1 the results were Pf growth 96h 3.3µM*, CHX counter -3, LmPK inhibitor 12%, TbPYK inhibitor 4%, HCV inh 5% and Shiga inhibitor 78.
O=C1NC(c2ccccc2)CCC1(Cl)Cl (configuration not stated) was read as Pf growth 96h 2%, CHX counter 1, Pf growth 48h 3%, LmPK inhibitor 1%, TbPYK inhibitor -15%, HCV inh 26% and Shiga inhibitor -3.
Screening COc1ccc(Br)cc1C(=O)Nc1cccc2ncccc12 returned Pf growth 96h -7%, CHX counter -1, Pf growth 48h 1%, LmPK inhibitor -2%, TbPYK inhibitor 1%, HCV inh 10µM* and Shiga inhibitor -7.
For CN(C)/C=C1/Sc2ccccc2C1=O the results were CHX counter 32*, Pf growth 48h 11%, LmPK inhibitor -4%, TbPYK inhibitor 3%, HCV inh 15% and Shiga inhibitor 34.
CCOP(=O)(OCC)C(NC(=O)C(C)C)C(Cl)(Cl)Cl (configuration not stated) was read as Pf growth 96h 36%[activator], CHX counter -5, Pf growth 48h 14%, LmPK inhibitor 0%, TbPYK inhibitor 2%, HCV inh 11% and Shiga inhibitor 2.

Structural class: those above with an aryl methoxy group
`COc1cc(/C=N/Nc2ccc(Cl)c(C(=O)O)c2)ccc1OC(=O)c1ccccc1F` gave Pf growth 96h 291%[activator], CHX counter 29*, Pf growth 48h 87%[activator], LmPK inhibitor 11%, TbPYK inhibitor -8%, HCV inh 10% and Shiga inhibitor 70*.
Screening COc1ccc(/C(C)=N\NS(C)(=O)=O)c(OC)c1 returned Pf growth 96h 41%, CHX counter 4, Pf growth 48h 29%, LmPK inhibitor 3%, TbPYK inhibitor 2%, HCV inh -9% and Shiga inhibitor 6.
COc1cc(NC(=O)Cn2ncc(Cl)c(Cl)c2=O)c(C)cc1[N+](=O)[O-] was read as Pf growth 96h -30%, CHX counter -12, Pf growth 48h -7%, LmPK inhibitor 3%, TbPYK inhibitor 0%, HCV inh inconclusive and Shiga inhibitor -33.
Screening COc1ccc(Br)cc1C(=O)Nc1cccc2ncccc12 returned Pf growth 96h -7%, CHX counter -1, Pf growth 48h 1%, LmPK inhibitor -2%, TbPYK inhibitor 1%, HCV inh 10µM* and Shiga inhibitor -7.
